RXFP1 antagonist: blocks the human relaxin receptor RXFP1; HEK293-RXFP1, relaxin-stimulated cAMP HTRF, 30 min; active compounds read low; activity change, negative = inhibition, % at 57.5 µM; actives 0.59% (n = 350,000);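 active = activity change of -60% or lower, but not beyond a set lower limit; inconclusive = change between -60% and -40%, or beyond the set limit; inactive = change above -40%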; also: % is scaled to controls: 0 for no effect and ±100 for the full control effect
TRHR ag: agonists of human TRH receptor | TRHR cells, calcium flux fluo-8, FDSS agonist mode | activation, % at 2 µM | actives 0.18% (n = 360,000) | AID 493084; in the data active = activation above about 30%; also: 0% is about no effect
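TRHR-expressing cells loaded with fluo-8 calcium dye; 23 nL library compound pin-transferred, kinetic FDSS fluorescence (Ex 480/Em 530) recorded about 180 s for agonist-induced calcium release, before a 10 nM TRH EC20 addition for potentiator mode.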
Anesthetic bind: binds horse apoferritin like a general anesthetic. P02791. apoferritin/1-aminoanthracene competitive binding, fluorescence. actives 0.074% (n = 350,000). Potency, µM (titrated, usually from 77.5 µM), for inactives: top-dose activity change, negative = displacement, usual class: inhibitors; also: potency is read from the fitted curve at half-maximal effect; % is scaled to controls: 0 for no effect and ±100 for the full control effect; nearly all actives have a fitted effect of over 20% in size
Target sequence (P02791 2-175 limits assumed): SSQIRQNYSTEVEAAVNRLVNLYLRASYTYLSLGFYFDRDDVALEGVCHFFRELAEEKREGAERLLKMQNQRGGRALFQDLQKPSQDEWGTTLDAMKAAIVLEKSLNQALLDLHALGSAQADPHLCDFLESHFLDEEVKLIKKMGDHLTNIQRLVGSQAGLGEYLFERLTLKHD
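Probe: 1-aminoanthracene (50% saturated, PBS). Protein: horse-spleen apoferritin, 10 uM. Incubation: 10 min, room temperature. Detection: 380 nm excitation, 535 nm emission. Analysis: normalized response, four-parameter Hill.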
D1 PAM: enhances dopamine response at the human D1 receptor; potentiation, % at 10 µM; actives 0.036% (n = 360,000); P21728; HEK293 TREx D1 cells, calcium flux, dopamine EC20 potentiation; in the data active = potentiation above about 30%; also: 0% is about no effect
Target sequence (P21728 whole entry, looked up): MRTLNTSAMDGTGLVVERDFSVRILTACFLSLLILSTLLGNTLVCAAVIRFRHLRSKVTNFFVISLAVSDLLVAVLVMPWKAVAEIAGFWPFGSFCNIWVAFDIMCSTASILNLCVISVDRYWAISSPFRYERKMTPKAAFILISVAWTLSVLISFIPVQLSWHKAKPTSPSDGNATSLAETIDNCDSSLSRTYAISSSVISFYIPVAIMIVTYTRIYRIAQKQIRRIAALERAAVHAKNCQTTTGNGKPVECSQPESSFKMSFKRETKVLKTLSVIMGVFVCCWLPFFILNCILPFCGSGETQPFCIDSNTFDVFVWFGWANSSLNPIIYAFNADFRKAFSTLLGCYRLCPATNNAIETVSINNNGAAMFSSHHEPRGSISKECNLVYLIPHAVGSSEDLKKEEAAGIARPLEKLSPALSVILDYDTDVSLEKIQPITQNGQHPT
D1 ag: activates the human D1 dopamine receptor | P21728 | HEK293 T-REx D1 cells, calcium flux, agonist mode | activation, % at 2 µM | actives 1% (n = 360,000) | AID 504660; in the data active = activation above about 30%; also: 0% is about no effect
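Agonism was scored from calcium flux recorded over 180 s (1 read/s) after pintool compound addition, following a 10-cycle baseline. Cells were inducible force-coupled HEK293 TREx D1, plated overnight at 30 C and loaded with no-wash calcium dye.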
TRHR enhancer: allosteric enhancers of human TRH receptor. enhancement, % at 2 µM. P34981. TRHR cells, fluo-8 calcium fluorescence, EC20 TRH enhancement. actives 0.66% (n = 360,000); in the data active = enhancement above about 30%; also: 0% is about no effect
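Enhancer read-out: after compound pinning and an initial kinetic agonist-mode read, an EC20 of TRH (10 nM final) was injected and fluo-8 calcium signal (Ex 480/Em 530) followed at 1 s/cycle for 100 cycles in TRHR-expressing cells.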
D2 PAM: D2 dopamine receptor (human) potentiation; potentiation, % at 10 µM; P14416; HEK293 T-REx D2, calcium flux, EC20 dopamine potentiation; AID 485347; actives 0.34% (n = 340,000);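 active = potentiation over 3 SD above the plate norm, cut at about 30% in these data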; also: 0% is about no effect
Target sequence (P14416 whole entry, looked up): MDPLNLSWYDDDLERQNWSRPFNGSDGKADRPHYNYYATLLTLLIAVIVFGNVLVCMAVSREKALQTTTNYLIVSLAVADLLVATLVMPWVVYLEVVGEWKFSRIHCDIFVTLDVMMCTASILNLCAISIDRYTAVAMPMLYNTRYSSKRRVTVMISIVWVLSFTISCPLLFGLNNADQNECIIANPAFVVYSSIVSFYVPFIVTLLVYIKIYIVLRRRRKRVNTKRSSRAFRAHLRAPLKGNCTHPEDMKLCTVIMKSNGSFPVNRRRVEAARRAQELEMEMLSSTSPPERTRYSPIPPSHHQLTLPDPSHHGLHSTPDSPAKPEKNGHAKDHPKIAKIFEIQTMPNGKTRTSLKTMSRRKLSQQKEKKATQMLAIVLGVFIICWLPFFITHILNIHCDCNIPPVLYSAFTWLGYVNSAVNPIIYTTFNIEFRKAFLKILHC
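Primary screen. Calcium kinetics in induced HEK293 T-REx D2 cells: compound pre-addition 180 s, EC20 dopamine, 180 s more.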
D1 antag: antagonists of human D1 dopamine receptor. activity change, negative = inhibition, % at 10 µM. HEK293 TREx D1 cells, calcium flux, dopamine EC80; active compounds read low. actives 3.2% (n = 360,000); in the data active = activity change below about -30%; also: % is scaled to controls: 0 for no effect and ±100 for the full control effect
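Antagonism measured as reduced calcium response to an EC80 dopamine addition following 180 s compound pre-read; cells were inducible HEK293 Trex D1 plated overnight at 30 C, read kinetically at 1 cycle/sec.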
RXFP1 agonist: agonists of human relaxin receptor RXFP1 | actives 0.3% (n = 370,000) | Q9HBX9 | Potency, µM (doses to about 57.5 µM), for inactives: top-dose activation, hits mostly activators | HEK293T-RXFP1 cAMP TR-FRET, 30 min; response scale: percent of porcine relaxin response, buffer zero; also: potency is read from the fitted curve at half-maximal effect; % is scaled to controls: 0 for no effect and ±100 for the full control effect; nearly all actives have a fitted effect of over 60% in size; many of its hits are not listed in these tables
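cAMP rise read by TR-FRET after 30 min, 37C compound exposure (up to 58 uM) in RXFP1-transfected HEK293 cells with Ro 20174 present. EC50 from Hill-equation fits, with 29 nM porcine relaxin as 100% and buffer as basal.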
Starred values were filed as active, the others as inactive; ? = inconclusive; . = no result given; [ ] = remark or other dose. Unless noted, calls follow the shape of the dose curve; as a rule, active = well fitted curve in the direction sought with a large enough effect; inconclusive = small, poorly fitted or top-dose-only effect, or another doubt; inactive = no such curve, though single readings can be large; an effect the other way counts as inactive or inconclusive. These rows are one share of the data; the hit share may differ from the screen's.

SMILES	RXFP1 antagonist	TRHR ag	Anesthetic bind	D1 PAM	D1 ag	TRHR enhancer	D2 PAM	D1 antag	RXFP1 agonist
CC(=O)OC1OCCOC1NC(=S)NCc1ccco1 (configuration not stated)	4	0.6	0%	0	2	-5	5	8	-2.3%
COc1cccc(Nc2nnc(Cc3cccnc3)c3ccccc23)c1	-1	-0.4	3%	-2	1	2	-6	-3	4.0%
COc1cccc(NC(=O)CCNS(=O)(=O)c2ccc3c(c2)CCCC(=O)N3)c1	-7	-0.1	3%	-4	0	-6	-8	-15	2.0%
C=CCN1C(=O)C(CC(=O)NCC)SC1=Nc1ccc(S(N)(=O)=O)cc1 (configuration not stated)	11	-0.3	-1%	3	2	4	.	-9	1.0%
Cc1ccc(CN2CCN(c3ccccn3)CC2)s1	15	-2.2	-4%	-7	2	4	12	-7	0.4%
CC1Oc2ccccc2C=C1/C=N/NC(=O)c1ccccc1O (configuration not stated)	-19	-0.2	5%	-1	17	3	19	-40*	-0.4%
CC1CCN(S(=O)(=O)c2ccc3c(c2)N(CC(=O)NC(C)c2ccccc2)C(=O)CO3)CC1 (configuration not stated)	.	-1.5	19%	-1	7	-5	15	-19	-0.5%
COC(=O)c1ccc(C(=O)NC2CCCN(Cc3ccc(Cl)cc3)C2)nc1 (configuration not stated)	1	-0.1	?	-6	-4	-1	2	-19	-1.2%
COc1ccc(OC)c(-c2cnc(OC(C)(C)C)nc2OC(C)(C)C)c1	-38	0.0	-5%	1	1	-2	-2	4	3.3%
Clc1ccccc1Cn1nnc2c(N3CCOCC3)nc(C3CC3)nc21	.	-0.5	-4%	1	1	-1	3	-5	-1.3%
COc1ccccc1NC(=O)C1=C(C)Nc2nc(SCc3ccccc3F)nn2C1c1cccs1 (configuration not stated)	.	-0.5	0%	1	0	0	5	-6	0.1%
COc1ccc(C(=O)NCc2cccs2)cc1S(=O)(=O)N1CCOCC1	-14	0.6	-1%	-10	7	2	-4	1	-0.1%
CCN1CCc2c(OCc3ccc(C)cc3)cccc2C1=O	-15	0.1	?	-1	-2	-7	-5	-12	-0.4%
CC(=O)Nc1ccc(NC(=O)CSc2nc(N)c(NC(=O)c3ccccc3F)c(=O)[nH]2)cc1	-11	0.8	-1%	-4	4	0	-5	16	1.0%
COc1ccc(N(CC(=O)NCCc2ccc(C)cc2)S(=O)(=O)c2c(C)noc2C)cc1	-6	0.3	-5%	-5	5	-8	-7	-11	0.4%
O=c1cc(N2CCCCC2)c(-c2ccccc2)nn1Cc1c(Cl)cccc1Cl	?	0.0	?	2	0	5	16	-5	-0.4%
O=C(CNC(=O)c1ccccc1)Nc1ccsc1C(=O)O	0	-0.1	-4%	-2	0	12	-1	14	-1.0%
CCCN1CCC(NC(=O)Cc2ccccc2C)CC1	10	-0.4	-1%	-6	4	-5	-13	13	-0.5%
COc1ccccc1N(C(=O)c1snc(C(N)=O)c1N)C(C(=O)NCc1ccccc1)c1ccc(C)o1 (configuration not stated)	4	-0.4	-9%	-2	1	-2	.	19	2.9%
Cc1nc2ccn(Cc3cccs3)c(=O)c2cc1C(=O)N1CCN(c2ccccc2F)CC1	8	-0.6	-22%	-6	4	0	1	19	0.5%

An excerpt from above, reduced to D1 ag, D1 antag and D1 PAM.
Molecule,D1 ag,D1 antag,D1 PAM
Cc1ccc(CN2CCN(c3ccccn3)CC2)s1,2,-7,-7
COc1ccc(N(CC(=O)NCCc2ccc(C)cc2)S(=O)(=O)c2c(C)noc2C)cc1,5,-11,-5

Carrying on:
SMILES	RXFP1 antagonist	TRHR ag	Anesthetic bind	D1 PAM	D1 ag	TRHR enhancer	D2 PAM	D1 antag	RXFP1 agonist
C=CCN1C(=O)S/C(=C/c2ccc(Sc3nc4ccccc4[nH]3)o2)C1=O	-11	1.0	-4%	-3	15	-8	6	-28	0.7%
CC(=O)c1ccc(NC(=O)Cn2c(=O)cc(C)c3c(C)nn(-c4cccc(F)c4)c32)cc1	-11	0.4	-9%	5	1	8	1	6	-0.6%
Cc1ccccc1CC1(CO)CCCN(C(=O)CCN2CCCO2)C1 (configuration not stated)	11	0.4	-6%	-8	1	2	8	-11	0.9%
O=C(NCc1ccccc1)c1c(F)c(F)c(F)c(F)c1F	-6	0.5	-14%	-8	0	-7	-10	-27	-2.3%
COc1cccc(OC)c1C(=O)Nc1ccc(N2CCN(C(=O)c3ccco3)CC2)cc1	2	0.3	-1%	-3	0	12	-2	5	1.2%
Nc1ccc(N2CCCCCC2)cc1	.	0.7	-19%	-4	1	0	4	-16	-3.4%
O=C(NCc1ccc2c(c1)OCO2)c1cccc([N+](=O)[O-])c1	7	0.0	1%	-10	3	6	4	-14	0.0%
O=C(CN1C(=O)CCS(=O)(=O)c2ccccc21)NCCc1ccccc1	0	0.2	-2%	-4	3	7	9	3	0.5%
CCn1c(CSc2nnc(-c3ccoc3C)n2C)nc2cc(S(=O)(=O)N(C)C)ccc21	1	0.3	-11%	-1	0	1	-3	3	3.4%
Cc1[nH]c2c(Cl)cccc2c1CCNC(=O)C1CCCCC1C(=O)OCC(F)(F)F (configuration not stated)	-9	-0.1	-5%	-1	1	2	-5	5	0.3%
COc1ccc(C2(O)CN(c3ccccc3)C3=[N+]2CCS3)cc1OC (configuration not stated)	-16	1.3	-3%	-2	2	-1	0	6	-2.4%
CC(=O)Nc1ccc(C(=O)CSc2nnc3scc(-c4ccccc4)n23)cc1	1	0.4	-13%	-3	2	-4	-7	-12	5.1%
CC1CCN(C(=O)CSc2nc(C(C)C)nc3c2c(=O)n(C)c(=O)n3C)CC1	-2	1.9	-15%	1	0	2	20	11	12%
CC(C)(C)CC(=O)Nc1nnc(SCC(=O)Nc2ccccc2F)s1	7	-1.4	?	-7	1	-3	.	-40*	0.8%
COc1ccc(C(=O)N/C(=C\c2cccc3ccccc23)C(=O)N2CCN(C)CC2)cc1OC	2	0.2	-6%	3	4	-1	3	-6	0.5%
O=C(c1cnc2cc(-c3ccccc3)nn2c1)c1cc([N+](=O)[O-])ccc1O	.	3.9	?	-4	14	-8	6	1	-0.1%
CN(C)c1ccc(CNC(=O)C2CCN(S(=O)(=O)c3ccc4[nH]c(=O)ccc4c3)CC2)cc1	.	0.5	-15%	2	0	-3	13	-41*	0.7%
COCCn1c(SCC(=O)N2CCCC(C)C2)nnc1-c1ccco1 (configuration not stated)	-2	0.0	0%	-4	1	-3	-3	-5	-0.1%
CCOCCc1nn2c(=O)cc(COC(=O)c3ccccc3NC(=O)c3ccccc3F)nc2s1	2	0.5	-11%	-1	1	-4	-5	0	4.9%
CN(Cc1ccccc1)C(=O)COC(=O)C1=NNC(=O)CC1	-2	-0.7	-1%	-1	1	-3	-19	-2	0.5%
Cc1ccccc1CS(=O)(=O)CCC(=O)N1CCN(c2ccc(N3CCOCC3)nn2)CC1	2	-0.5	59%[activator]	-5	1	0	-10	-11	3.9%
CC(C)Cn1c(N)c(C(=O)COC(=O)c2ccc([N+](=O)[O-])o2)c(=O)n(C)c1=O	-3	0.7	-15%	1	7	-2	-4	-1	1.4%
O=C(O)c1ccc(NC2=Nc3cccc4cccc2c34)cc1	6	0.6	61%[activator]	3	0	3	-26	-7	1.5%
Cc1sc2ncnc(N3CCCCC3)c2c1C	-15	-1.1	-12%	-1	-2	1	16	-3	-0.9%
COc1ccc(CC(=O)O/N=C(\N)c2ccc(C)cc2)cc1	?	0.4	5%	-1	4	-2	-4	2	9.5%
CCOCC(O)CNC(=O)c1ccc(OC2CCN(C(=O)c3cccnc3)CC2)cc1 (configuration not stated)	-9	-0.4	1%	7	6	-13	-9	-2	0.3%
CCCN1C(=O)C(O)(C2COC(C)(C)CC2=O)c2ccccc21 (configuration not stated)	4	0.4	-6%	-2	4	12	-3	4	2.1%
O=C(CN1CCN(C(=O)c2ccco2)CC1)Nc1cccc([N+](=O)[O-])c1	-1	0.3	-11%	-2	2	-11	5	1	0.4%
COc1ccc(NC(=O)[C@@H](NC(N)=O)C(C)C)cc1Cl	7	0.2	-2%	-1	2	0	-2	-5	-2.3%
CCCC(=O)Nc1cc2c(cc1C(C)=O)OCCO2	.	-0.4	-7%	1	1	5	10	-4	3.2%
COCCn1c(C)cc(C(=O)CSc2nc(C)cc(C)c2C#N)c1C	6	0.4	-3%	-1	4	2	2	-19	2.4%
CCOc1ccc(C2C(=O)N(C3CCCCC3)CC(=O)N2C2CCCC2)cc1OC (configuration not stated)	2	-0.6	-6%	0	-5	6	-17	-7	-1.2%
O=C(O)C=C1CCN(c2ncc(C(F)(F)F)cc2Cl)CC1	-2	-0.1	-16%	-2	3	43*	6	2	0.6%

Of the compounds above, 9 have fluorine:
SMILES	RXFP1 antagonist	TRHR ag	Anesthetic bind	D1 PAM	D1 ag	TRHR enhancer	D2 PAM	D1 antag	RXFP1 agonist
COc1ccccc1NC(=O)C1=C(C)Nc2nc(SCc3ccccc3F)nn2C1c1cccs1 (configuration not stated)	.	-0.5	0%	1	0	0	5	-6	0.1%
CC(=O)Nc1ccc(NC(=O)CSc2nc(N)c(NC(=O)c3ccccc3F)c(=O)[nH]2)cc1	-11	0.8	-1%	-4	4	0	-5	16	1.0%
Cc1nc2ccn(Cc3cccs3)c(=O)c2cc1C(=O)N1CCN(c2ccccc2F)CC1	8	-0.6	-22%	-6	4	0	1	19	0.5%
CC(=O)c1ccc(NC(=O)Cn2c(=O)cc(C)c3c(C)nn(-c4cccc(F)c4)c32)cc1	-11	0.4	-9%	5	1	8	1	6	-0.6%
O=C(NCc1ccccc1)c1c(F)c(F)c(F)c(F)c1F	-6	0.5	-14%	-8	0	-7	-10	-27	-2.3%
Cc1[nH]c2c(Cl)cccc2c1CCNC(=O)C1CCCCC1C(=O)OCC(F)(F)F (configuration not stated)	-9	-0.1	-5%	-1	1	2	-5	5	0.3%
CC(C)(C)CC(=O)Nc1nnc(SCC(=O)Nc2ccccc2F)s1	7	-1.4	?	-7	1	-3	.	-40*	0.8%
CCOCCc1nn2c(=O)cc(COC(=O)c3ccccc3NC(=O)c3ccccc3F)nc2s1	2	0.5	-11%	-1	1	-4	-5	0	4.9%
O=C(O)C=C1CCN(c2ncc(C(F)(F)F)cc2Cl)CC1	-2	-0.1	-16%	-2	3	43*	6	2	0.6%

Compound activity from PubChem BioAssay.
